Source: PubChem BioAssay (National Center for Advancing Translational Sciences (NCATS))
NPSR antag: qHTS Assay for Antagonists of the Neuropeptide S Receptor: cAMP Signal Transduction; Q6W5P4; CHO-NPSR cells, cAMP TR-FRET, antagonist mode; Potency, µM (top dose mostly 38.3 µM), for inactives: top-dose activity change, negative = inhibition, hits mostly inhibitors; actives 1% (n = 220,000); further: potency means the concentration at half of the fitted maximal effect; on the % scale 0 is the no-effect control and ±100 the full control effect; nearly all actives have a fitted effect of over 50% in size; many of its hits are not listed in these tables
Target sequence (Q6W5P4 whole entry, looked up): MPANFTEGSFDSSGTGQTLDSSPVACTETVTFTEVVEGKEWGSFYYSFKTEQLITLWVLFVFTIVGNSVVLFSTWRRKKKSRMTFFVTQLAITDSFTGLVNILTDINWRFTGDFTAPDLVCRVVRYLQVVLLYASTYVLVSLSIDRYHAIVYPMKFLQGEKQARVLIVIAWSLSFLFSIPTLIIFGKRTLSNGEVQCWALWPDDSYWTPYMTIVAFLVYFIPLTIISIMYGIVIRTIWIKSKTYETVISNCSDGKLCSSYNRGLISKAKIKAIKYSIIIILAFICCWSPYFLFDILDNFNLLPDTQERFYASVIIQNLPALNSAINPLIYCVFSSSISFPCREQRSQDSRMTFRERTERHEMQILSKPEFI
IMPase Li cell: qHTS Assay for Identifying the Cell-Membrane Permeable IMPase Inhibitors: Potentiation with Lithium; Potency, µM (highest dose often 59.4 µM), for inactives: at the highest dose activity, negative = IMPase inhibition, hits mostly inhibitors; actives 0.35% (n = 210,000); CHO-M1 cells, IP1 TR-FRET (IP-One), carbachol + lithium;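 further: IP1 builds up when IMPase is blocked and the TR-FRET signal falls; potency means the concentration at half of the fitted maximal effect; plate controls were basal vehicle for no effect and high inhibitor control for full effect; nearly all actives have a fitted effect of over 50% in size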
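CHO cells stably expressing M1 receptor (2000/well) were cultured 16–30 h, then exposed to compounds with a small lithium addition for 30 min at 37C. IP1 was measured by TR-FRET competition; AC50 from Hill fits.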
Epigenetic derep: Quantitative High-Throughput Screen for Regulators of Epigenetic Control | AID 1865, 2009 | murine LDR cells, GFP reporter derepression, 30 h | Potency, µM (top dose mostly 53.9 µM), for the others: top-dose GFP activation, actives largely listed as activators | actives 0.2% (n = 280,000); further: potency means the concentration at half of the fitted maximal effect; % of control where 0% means no effect; nearly all actives have a fitted effect of over 60% in size
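GFP-positive cell count by laser-scanning cytometry (objects 20–120 um) after 30 h, 37 C compound exposure of murine LDR cells; reporter is CMV-GFP integrated at a silenced locus, inducible by HDAC or DNMT inhibitors.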
CBFb-RUNX1 inh: qHTS Assay for Compounds Blocking the Interaction Between CBF-beta and RUNX1 for the Treatment of Acute Myeloid Leukemia | Runt-related transcription factor 1 (Homo sapiens) + Core-binding factor subunit beta … | AID 1477, 2009 | AlphaScreen CBFb-His/RUNX1-biotin binding, biochemical | Potency, µM (titrated, usually from 59.8 µM), inactives show at the top dose activity, negative = inhibition, actives largely listed as inhibitors | 230,000 tested, under 10 active; further: % of control where 0% means no effect
Target sequence (Q01196 whole entry, looked up): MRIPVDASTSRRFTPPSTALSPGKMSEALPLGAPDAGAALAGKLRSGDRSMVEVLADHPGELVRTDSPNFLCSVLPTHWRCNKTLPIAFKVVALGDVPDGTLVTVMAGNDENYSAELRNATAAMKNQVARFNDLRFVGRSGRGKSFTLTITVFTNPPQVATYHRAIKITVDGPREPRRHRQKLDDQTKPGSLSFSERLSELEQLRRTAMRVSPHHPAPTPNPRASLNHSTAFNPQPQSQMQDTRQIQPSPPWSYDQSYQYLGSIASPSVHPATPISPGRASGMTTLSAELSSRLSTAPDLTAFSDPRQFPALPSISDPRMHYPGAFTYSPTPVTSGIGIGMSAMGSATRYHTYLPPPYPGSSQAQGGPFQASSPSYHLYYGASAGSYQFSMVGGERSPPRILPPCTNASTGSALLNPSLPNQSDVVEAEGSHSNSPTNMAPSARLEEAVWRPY
Target sequence (Q13951 whole entry, looked up): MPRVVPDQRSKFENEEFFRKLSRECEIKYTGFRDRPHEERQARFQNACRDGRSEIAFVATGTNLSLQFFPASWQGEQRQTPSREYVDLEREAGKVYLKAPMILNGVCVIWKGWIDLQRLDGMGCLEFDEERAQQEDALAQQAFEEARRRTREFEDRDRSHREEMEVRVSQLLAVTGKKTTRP
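Interaction loss through any mechanism counts as activity. Pre-formed complex of His-CBF-beta and biotin-RUNX1 (30 nM apiece) is incubated with compound 15 min, then with 50 ng nickel and 50 ng streptavidin beads for 90 min before AlphaScreen detection.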
HTT aggregate: qHTS Multiplex Assay to Identify Dual Action Probes in a Cell Model of Huntington: Aggregate Formation (GFP); PC12 HttQ103-GFP aggregates, Acumen cytometry, 40 h; Potency, µM (highest dose often 46.1 µM), without a hit: at the top dose activity change, negative = inhibition, usual class: inhibitors; actives 1.1% (n = 220,000); AID 1688, 2009; further: potency means the concentration at half of the fitted maximal effect; on the % scale 0 is the no-effect control and ±100 the full control effect; nearly all actives have a fitted effect of over 60% in size
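Steps: seed 1500 PC12 HTTQ103-GFP cells/well; add tebufenozide, 100 nM final; add compound titration; add ATPLite reagent; quantify GFP aggregates by laser scanning cytometry.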
Luc counter: Counterscreen for Luciferase (Kinase-Glo TM) Inhibition; Luciferin 4-monooxygenase (Photuris pensylvanica), Q27757; Kinase-Glo luciferase, ATP luminescence, 8 min; Potency, µM (highest dose often 38.3 µM), for inactives: at the top dose activity change, negative = inhibition, most hits filed as inhibitors; actives 0.28% (n = 200,000); AID 1379, 2008; further: potency means the concentration at half of the fitted maximal effect; on the % scale 0 is the no-effect control and ±100 the full control effect; nearly all actives have a fitted effect of over 60% in size
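Recombinant Kinase-Glo luciferase, 10 uM ATP (linear range), luciferin; imidazole pH 7.2 / KCl / MgCl2 / Tween / BSA buffer; 8 min RT; luminescence.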
L3MBTL1 inh: qHTS Assay for the Inhibitors of L3MBTL1 | Lethal(3)malignant brain tumor-like protein 1 (Homo sapiens), Q9Y468 | AlphaScreen L3MBTL1–H3K9me1 peptide binding | Potency, µM (doses to about 57.1 µM), without a hit: top-dose activity, negative = inhibition, most hits filed as inhibitors | actives 0.66% (n = 230,000) | AID 485360, 2010; further: potency means the concentration at half of the fitted maximal effect; on the % scale 0 is the no-effect control and ±100 the full control effect; nearly all actives have a fitted effect of over 60% in size
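First, the protein-peptide complex forms for 30 min at room temperature (L3MBTL1 50 nM, biotinylated H3K9me1 peptide 75 nM). Next, compounds are pin-transferred and incubated 30 min. Finally, AlphaScreen beads are added and read after 30 min.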
The depositor's hits bear a star; ? = inconclusive; . = not tested or not shown; & = joins results of further samples; [ ] = dose if it differs, or a comment. The call rests on the fitted dose curve; in most records, active means well fitted curve in the direction sought with a large enough effect; inconclusive means small, poorly fitted or top-dose-only effect, or another doubt; inactive means no such curve, though single readings can be large; an effect the other way counts as inactive or inconclusive. Some of the compounds tested; the hit share may differ from the screen's.

The line under a structure holds: NPSR antag | IMPase Li cell | Epigenetic derep | CBFb-RUNX1 inh | HTT aggregate | Luc counter | L3MBTL1 inh
- COc1ccccc1CC(NC(C)=O)C(=O)NC1CCN(C(=O)Nc2ccccc2Cl)CC1 (stereo unspecified)
    -18% | 6% | -4.2% | 9% | -4%[9.22 µM] | 4% | -3%
- N#CC1=C(N)Oc2c(ccc3cccnc23)C1c1ccncc1 (stereo unspecified)
    -19% | . | -0.8% | ? | 2%[9.22 µM] | . | -10%
- CCOc1cc(C)c(S(=O)(=O)N2CCCC2)cc1C
    -9%[46.1 µM] | 8% | -1.2% | ? | -5% | -5% | 7%
- COc1ccc(CCN(Cc2nc3ccccc3c(=O)[nH]2)C(=O)C2CC2)cc1
    -11% | 5% | -2.6% | 3% | -14%[9.22 µM] | 3% | -12%
- O=C(c1ccco1)c1cc2c(ccc3ccccc32)oc1=O
    -20%[46.1 µM] | -23%[38.3 µM] | -0.1% | 1% | -5% | 1% | 1%
- COc1ccc(Cl)cc1NC(=O)CSc1nnc(COc2ccccc2)n1C
    -14%[46.1 µM] | 21%[38.3 µM] | -1.0% | -1% | 4% | -7% | .
- O=c1c2ccccc2nnn1CSc1nnc(Nc2ccccc2)s1
    -3%[46.1 µM] | . | 11% | 2% | -4% | . | 4%
- Cc1ccc(S(=O)(=O)N2CCCCC2)cc1NC(=O)CN1C(=O)CN(C)C1=O
    10% | 13% | -1.5% | 0% | 0% | -1% | -7%
- CSCC(CO)NS(=O)(=O)c1ccc(C)cc1 (stereo unspecified)
    4% | . | 6.6% | 4% | -2%[9.22 µM] | . | -2%
- Cc1ccc2cc(CCNC(=O)c3cccs3)c(=O)[nH]c2c1C
    7% | 3% | -0.5% | 6%[2.36 µM] | -12% | -3% | 2%
- COc1ccc(CN(C(=O)c2cc3ccccc3oc2=O)C2CCS(=O)(=O)C2)cc1 (stereo unspecified)
    7% | . | -1.1%&0.0% | 7% | ? | . | -4%
- CCC(=O)Oc1ccc(C(=O)Nc2cccc(C(=O)NCC(C)C)c2)cc1
    -8% | 1% | 4.8% | 1% | 1%[9.22 µM] | 3% | 2%
- COc1ccc(/C=C2\C(=O)OCc3cc(OC)c(OC)cc32)cc1OC
    -7% | -2% | 0.2% | 5% | ? | 3% | 3%
- O=C(c1ccccc1)c1ccc(OCC(O)CNC2CCCc3ccccc32)cc1 (stereo unspecified)
    3%[46.1 µM] | 13% | 0.0% | -4% | ? | -1% | 8%
- CC(=O)n1c(C=Nc2ccc(Cl)cc2)c(O)c2ccccc21
    3% | . | ? | -5% | -2%[9.22 µM] | . | 20%
- Cc1cc(C)cc(NC(=O)c2ccc(NC(=O)C3C4CC5OC(=O)C3C5C4)cc2)c1 (stereo unspecified)
    -3% | 6% | 1.1% | 0% | 14% | -2% | 5%
- Cc1ccc(C2NC(c3ccc(C)cc3)C(C)C(=NO)C2C)cc1 (stereo unspecified)
    -22%[46.1 µM] | 18%[38.3 µM] | 0.9% | -5% | -22% | -4% | -3%
- Cc1ccc(-n2ncc3c(NCc4ccc5c(c4)OCO5)ncnc32)c(C)c1
    -7%[46.1 µM] | 9%[38.3 µM] | -0.9% | 6% | 4% | -2% | -7%
- CCCSC(=S)NC1CCS(=O)(=O)C1 (stereo unspecified)
    10%[46.1 µM] | 1%[38.3 µM] | ? | 2% | ? | -2% | 4%
- CCC(C)(C)C1CCC(=NNc2nc3ccccc3[nH]2)CC1 (stereo unspecified)
    -21% | -1% | 0.6% | -26% | 11% | 1% | -20%
- CCCCCC(=O)NN1C(=S)N(c2ccc(OC)cc2)C(=O)C1CC(=O)Nc1ccccc1 (stereo unspecified)
    -2% | . | 2.9% | 0% | -3%[9.22 µM] | . | -23%
- Cc1ccc(C2C(C#N)=C(N)Oc3n[nH]c(-c4cccs4)c32)s1 (stereo unspecified)
    -13%[46.1 µM] | 1%[38.3 µM] | 3.1% | -11% | 7% | 2% | 0%
- CCc1c(C)nc(N)n2c(SCC(=O)N3CCCc4ccccc43)nnc12
    -4%[46.1 µM] | -1% | 0.0% | -7% | -25% | -4% | -9%
- CCC(c1nnnn1CCc1ccccc1)N(Cc1ccco1)Cc1cc2cc(C)cc(C)c2[nH]c1=O (stereo unspecified)
    ? | 23%[38.3 µM] | 1.0% | -6% | ? | 3% | .
- CCOC(=O)C1CCCN(c2cc(C)nc3cc(-c4ccc(F)cc4)nn23)C1 (stereo unspecified)
    -16%[7.67 µM] | 9%[38.3 µM] | -0.1% | 6% | 12% | -1% | -4%
- Cn1c(=O)n(C)c2cc(S(=O)(=O)N3CCN(c4ccccc4)CC3)ccc21
    -26% | . | -1.3% | 3% | -2%[9.22 µM] | . | 1%
- O=C(O)c1ccc(N/N=C/c2ccc(-c3cccc(Cl)c3)o2)cc1
    -22% | . | 8.1% | 3% | 19%[9.22 µM] | . | .
- COC(Cn1c(C)c(C(C)=O)c(C(C)=O)c1C)OC
    6%[46.1 µM] | 3%[38.3 µM] | 3.8% | 0% | 4% | -5% | -4%
- Nc1nc(NS(=O)(=O)c2ccc(Cl)cc2)nn1-c1ccccc1
    9% | . | 1.4% | 1% | -3%[9.22 µM] | . | .
- Cc1ccccc1C(=O)N1CCN(c2ccc(NC(=O)c3cccnc3)cc2)CC1
    4% | 2% | -1.1% | 2% | ? | -2% | .
- CCOC(=O)N1CCN(C(=O)c2oc3ccc(S(=O)(=O)N4CCCCCC4)cc3c2C)CC1
    ? | 0% | -0.9% | 6% | -18% | 4% | 4%
- CC(C)CCOc1ccc(C(=O)N2CCCC2C(=O)O)cc1 (stereo unspecified)
    ? | 10% | 0.0% | 7% | 2%[9.22 µM] | -5% | 7%
- Cc1cc2c(cc1[N+](=O)[O-])NC(CNC(C)C)CC2 (stereo unspecified)
    -26% | . | 2.5% | 4% | 8%[9.22 µM] | . | .
- COc1cccc(OCC(=O)N(Cc2nc(-c3ccc(Cl)cc3)no2)C(C)C)c1
    ? | 17%[38.3 µM] | 0.8% | 6% | -24% | -2% | .
- N=c1c2c(-c3ccccc3)c(-c3ccccc3)oc2ncn1Cc1ccco1
    ? | 30%[38.3 µM] | -0.2% | -11% | -26% | -4% | ?
- CNC(=O)c1[nH]cnc1C(=O)Nc1cccc(OC)c1
    9%[46.1 µM] | 15%[38.3 µM] | -1.0% | 4% | -2% | 5% | .
- COc1ccc(CCNC(=O)CCCn2c(=O)[nH]c3cc(OC)c(OC)cc3c2=O)cc1OC
    -8%[46.1 µM] | 7% | 1.2% | 6% | -4% | 7% | -1%
- Cc1ccc(CCNC(=O)c2cc(-c3ccncc3)nc3ccccc23)cc1
    -27% | . | 0.1% | -4% | 4%[9.22 µM] | . | -7%
- CCc1ccc(CNCc2ccc(F)cc2)cc1
    1% | -3% | 0.0% | -3% | -22% | 0% | 13%
- CC(=O)OCC(OC(C)=O)C(OC(C)=O)C(OC(C)=O)C(=O)Nc1ccccc1 (stereo unspecified)
    4% | 1% | 3.3% | -10% | . | -3% | 2%
- COC(=O)[C@H](C)NC(=O)NCc1ccco1
    -6%[46.1 µM] | -8%[38.3 µM] | 0.0% | -1% | 8% | 11% | 10%
- Cc1ccc(S(=O)(=O)NC2CCOC(C)(C)C2)cc1 (stereo unspecified)
    -2%[46.1 µM] | 14%[38.3 µM] | -1.0% | -2% | ? | 0% | .
- O=C(Nc1ncnc2sc3c(c12)CCCC3)c1ccncc1
    -2% | 3% | -5.5% | 1% | -19% | 3% | 0%
- COc1ccc(NC(=O)c2ccc(=O)[nH]c2)cc1S(=O)(=O)N1CCCCC1
    15% | -2% | 1.0% | 9% | 13% | 0% | 9%
- CNc1ccc(Cl)cc1C(N)=O
    -20% | . | 0.0% | 8% | -5%[9.22 µM] | . | 8%
- O=S(=O)(NCCN1CCOCC1)c1ccc2c(c1)OCCO2
    9% | 1% | -2.7% | 6% | 12% | -1% | .
- COc1cc2c(cc1NC(=O)CSc1nnc(Cc3cccs3)n1C)oc1ccccc12
    -21%[46.1 µM] | 26%[38.3 µM] | -1.0% | -2% | 1% | 3% | -7%
- Cc1noc2ncnc(SCc3ccc(C(F)(F)F)cc3)c12
    33% | . | 3.0% | 8% | -12%[9.22 µM] | . | 47%[activator]
- O=C(CN1CCCCC1)Nc1ccc(NC(=O)c2ccc(Cl)cc2)cc1Cl
    5%[46.1 µM] | 1%[38.3 µM] | -1.3% | -3% | 3% | -1% | 7%
- Cc1cccc(N(CC(=O)NCCSc2ccccn2)S(=O)(=O)c2ccccc2)c1
    12% | 4% | 1.9% | 5% | 25% | 0% | 9%
- CC1(C)CC(=O)c2sc(NC(=O)c3ccco3)nc2C1
    -12%[46.1 µM] | -20%[38.3 µM] | -5.6% | -2% | 14% | -14% | .

Pulled one by one from the entries so far, two records:
The line under a structure holds: NPSR antag | IMPase Li cell | Epigenetic derep | CBFb-RUNX1 inh | HTT aggregate | Luc counter | L3MBTL1 inh
- Cc1ccc(S(=O)(=O)NC2CCOC(C)(C)C2)cc1 (stereo unspecified)
    -2%[46.1 µM] | 14%[38.3 µM] | -1.0% | -2% | ? | 0% | .
- CNc1ccc(Cl)cc1C(N)=O
    -20% | . | 0.0% | 8% | -5%[9.22 µM] | . | 8%

Single records (already shown):
O=S(=O)(NCCN1CCOCC1)c1ccc2c(c1)OCCO2 reads NPSR antag = 9%; IMPase Li cell = 1%; Epigenetic derep = -2.7%; CBFb-RUNX1 inh = 6%; HTT aggregate = 12%; Luc counter = -1%; L3MBTL1 inh = .
Cn1c(=O)n(C)c2cc(S(=O)(=O)N3CCN(c4ccccc4)CC3)ccc21 reads NPSR antag = -26%; IMPase Li cell = .; Epigenetic derep = -1.3%; CBFb-RUNX1 inh = 3%; HTT aggregate = -2%[9.22 µM]; Luc counter = .; L3MBTL1 inh = 1%
Cc1ccc(S(=O)(=O)NC2CCOC(C)(C)C2)cc1 (stereo unspecified) reads NPSR antag = -2%[46.1 µM]; IMPase Li cell = 14%[38.3 µM]; Epigenetic derep = -1.0%; CBFb-RUNX1 inh = -2%; HTT aggregate = ?; Luc counter = 0%; L3MBTL1 inh = .
